Assay outcomes from PubChem.
RBX1-CUL1 inh: inhibitors of human ROC1-CUL1 ubiquitin ligase activity | 140,000 tested, 0.6% active | E3 ubiquitin-protein ligase RBX1 (Homo sapiens) + Cullin-1 (Homo sapiens), P62877+Q13616 | inhibition, % at 10 µM | in vitro K48 di-Ub FRET, acceptor:donor ratio, 45 min | AID 1347404, 2020; in the data active = inhibition above about 25%
Target sequence (P62877 whole entry, looked up): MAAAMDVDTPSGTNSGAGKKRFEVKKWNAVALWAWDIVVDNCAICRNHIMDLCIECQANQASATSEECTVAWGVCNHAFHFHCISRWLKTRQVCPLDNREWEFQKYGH
Target sequence (Q13616 whole entry, looked up): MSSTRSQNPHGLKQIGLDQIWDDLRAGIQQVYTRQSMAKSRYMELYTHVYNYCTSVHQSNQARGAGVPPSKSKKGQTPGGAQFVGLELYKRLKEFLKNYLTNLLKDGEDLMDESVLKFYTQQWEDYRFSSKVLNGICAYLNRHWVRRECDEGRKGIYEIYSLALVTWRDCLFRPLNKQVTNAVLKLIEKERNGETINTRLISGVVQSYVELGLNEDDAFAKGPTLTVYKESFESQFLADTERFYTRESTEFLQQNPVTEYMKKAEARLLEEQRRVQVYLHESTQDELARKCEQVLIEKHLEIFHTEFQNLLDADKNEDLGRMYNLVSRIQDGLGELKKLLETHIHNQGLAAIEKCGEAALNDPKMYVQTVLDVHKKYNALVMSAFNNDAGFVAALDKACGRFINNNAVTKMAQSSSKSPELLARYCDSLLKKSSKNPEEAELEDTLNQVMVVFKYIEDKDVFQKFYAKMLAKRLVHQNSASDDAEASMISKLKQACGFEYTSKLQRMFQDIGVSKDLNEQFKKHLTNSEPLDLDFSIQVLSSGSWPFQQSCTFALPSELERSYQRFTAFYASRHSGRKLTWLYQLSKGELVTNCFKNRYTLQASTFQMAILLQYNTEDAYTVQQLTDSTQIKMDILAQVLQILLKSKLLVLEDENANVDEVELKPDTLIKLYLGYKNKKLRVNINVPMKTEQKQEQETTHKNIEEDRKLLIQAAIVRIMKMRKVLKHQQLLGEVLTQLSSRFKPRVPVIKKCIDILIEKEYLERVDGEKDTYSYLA
* marks the source's active call; other numbers are inactive results.

`COc1ccc(NC(=O)CSc2nnnn2-c2ccccc2)cc1` gave RBX1-CUL1 inh -1.
Screening CCCCn1nnnc1NC(=O)NCc1cn2ccsc2n1 returned RBX1-CUL1 inh 6.
Cc1ccc(C(=O)Nc2nc(-c3ccccc3)ns2)cc1 was read as RBX1-CUL1 inh 0.
`C=CCC(=O)N1CCC(Oc2cccc(C(=O)N(C)CCN(C)C)c2)CC1` gave RBX1-CUL1 inh -3.
CC(=O)c1ccc(NC(=O)c2nc(-c3ccc(C)cc3)n3c2CCCCC3)cc1 was read as RBX1-CUL1 inh -1.
`CC(=O)O[C@H]1CC[C@@]2(C)C(CCC3C2CC[C@]2(C)OC(=O)CCC32)C1` (stereo partly specified) gave RBX1-CUL1 inh 2.
For O=C(O)CCC(=O)N(C1CCCCC1)C1CCCCC1 the results were RBX1-CUL1 inh -3.
Screening O=C(/C=C/c1ccccc1)N1CCN(Cc2cc(=O)n3nc(-c4ccccc4F)sc3n2)CC1 returned RBX1-CUL1 inh 7.
`COC(=O)[C@@H](C)[C@@H]1CC[C@@]2(C)C=CC(=O)C(C)=C2C1=O` gave RBX1-CUL1 inh 5.
For CCCNC(=O)c1nnn(-c2ccc(C)cc2)c1CCC the results were RBX1-CUL1 inh 9.
`CC(C)NS(=O)(=O)c1ccc(OC(F)(F)F)cc1` gave RBX1-CUL1 inh 5.
Screening COc1cccc(-c2ccnc(-n3ncc(C(=O)N4CCN(Cc5ccccc5)CC4)c3C3CC3)n2)c1 returned RBX1-CUL1 inh -3.
Screening O=C(N1CCCC1)N1CCc2[nH]nc(-c3cccs3)c2C1 returned RBX1-CUL1 inh 5.
COc1ccc(Cn2c(SCc3ccc(C(=O)NC4CCCC4)cc3)nc3cccnc32)cc1 was read as RBX1-CUL1 inh 0.
`S=c1[nH]nc(-c2ccco2)n1C1CCCCC1` gave RBX1-CUL1 inh 3.
For Cc1c(CC(=O)N(C)CCO)c2c(n1C1CCCCC1)CC(C)(C)CC2=O the results were RBX1-CUL1 inh -1.
Screening COc1ccc(C(=O)Oc2ccc(C3NC(=O)c4c(sc5c4CCN(C)C5)N3)cc2OC)cc1 (stereo unspecified) returned RBX1-CUL1 inh 2.
For COc1ccc(OCC(=O)Nc2nnc(SCc3ccc(Cl)cc3)s2)cc1 the results were RBX1-CUL1 inh 8.
For CCCN1C(=O)C(C#N)=C(C)/C(=C\c2ccc(-c3ccccc3)o2)C1=O the results were RBX1-CUL1 inh 8.
`OCc1ccc(CN2CCC(n3cc(-c4ccc(F)cc4)nn3)CC2)o1` gave RBX1-CUL1 inh -8.
Screening CCOC(=O)N=c1c(C#N)nc(C2OCCO2)cn1C returned RBX1-CUL1 inh 1.
CCOC(=O)c1c(-c2ccc(-c3ccccc3)cc2)csc1NC(=O)CN1CCCCCC1 was read as RBX1-CUL1 inh 1.
For O=C1CC23CCCC[C@@H](O)[C@@H](O)CCCCC2(C1)CC(=O)C3 (stereo partly specified) the results were RBX1-CUL1 inh 3.
For CCCCOc1ccc(C(NC(=O)CC(C)C)NC(=O)CC(C)C)cc1OC the results were RBX1-CUL1 inh -10.
Cc1sc2ncn3c(C)nnc3c2c1C was read as RBX1-CUL1 inh -9.
Screening Cc1cn2c3c(=O)n(CCCO)c(=O)n(C)c3nc2n1-c1ccccc1 returned RBX1-CUL1 inh 3.
`Cc1cc(Br)ccc1NC(=O)c1ccc(NS(=O)(=O)c2c(C)noc2C)cc1` gave RBX1-CUL1 inh -6.
COc1cc(Cl)c(C)cc1NC(=O)NC1COc2ccccc2C1 (stereo unspecified) was read as RBX1-CUL1 inh -6.
`CCN(CC)c1ccc(C(=S)N2CCN(c3cccc(Cl)c3)CC2)cc1` gave RBX1-CUL1 inh -9.
`Nc1nonc1-c1nc2ccccc2n1CC(=O)Nc1ccc2c(c1)CCC2` gave RBX1-CUL1 inh -9.
`CCC(C)NC(=O)c1ccc(C)c(I)c1` (stereo unspecified) gave RBX1-CUL1 inh -7.
CCOC(=O)c1c(-c2ccccc2Cl)csc1NC(=O)COc1ccc(Br)cc1 was read as RBX1-CUL1 inh -8.
`CC(C)(C)C(=O)CS(=O)(=O)c1ccccc1` gave RBX1-CUL1 inh -8.
For Clc1ccc(Cl)c(-c2nc3ccccc3o2)n1 the results were RBX1-CUL1 inh 2.
For Cc1ncoc1C(=O)N1CCc2[nH]nc(-c3cccc(OC(F)(F)F)c3)c2C1 the results were RBX1-CUL1 inh 1.
For COc1ccc(Cl)cc1NC(=O)c1c(NCc2cccnc2)sc2c1CCCC2 the results were RBX1-CUL1 inh -9.
`Cc1cc(Cl)ccc1OC(C)C(=O)N/N=C/c1ccc(Br)o1` (stereo unspecified) gave RBX1-CUL1 inh 1.
Cn1cc(CNc2nc3nonc3nc2N2CCCCCC2)cn1 was read as RBX1-CUL1 inh 6.
Cc1cccc(NC(=O)c2cc3c(=O)n(Cc4cccnc4)ccc3nc2C)c1 was read as RBX1-CUL1 inh 5.
`Cc1cccc(OCC(=O)Nc2ccc(S(=O)(=O)Nc3cc(C)nc(C)n3)cc2)c1` gave RBX1-CUL1 inh 15.
N#Cc1ccc(-n2c(-c3ccccc3)nnc2-c2ccccc2)cc1C#N was read as RBX1-CUL1 inh -9.
Screening CCN1CCCCC1C(=O)NCc1cccnc1Oc1ccccc1F (stereo unspecified) returned RBX1-CUL1 inh -2.
CN(C)c1ccc(CNC(=O)C2CCN(S(=O)(=O)c3ccc4[nH]c(=O)ccc4c3)CC2)cc1 was read as RBX1-CUL1 inh 4.
For O=C(Nc1nc2ccccc2s1)c1cc([N+](=O)[O-])cc2c1-c1ccc([N+](=O)[O-])cc1/C2=N/O the results were RBX1-CUL1 inh -3.
Screening COCC(=O)Nc1cc(C(=O)N(C)Cc2nonc2C)cc2ncn(CCc3ccccc3)c12 returned RBX1-CUL1 inh 3.
For CC1CCN(C(=O)c2ccccc2NC(=O)c2cccc(S(=O)(=O)N(C)C)c2)CC1 the results were RBX1-CUL1 inh 13.
NS(=O)(=O)c1ccc(CCNC(=O)COc2ccccc2)cc1 was read as RBX1-CUL1 inh -1.
Cc1ncoc1C(=O)N1CCC(C2CCN(c3ncccn3)CC2)C1 (stereo unspecified) was read as RBX1-CUL1 inh 2.
CCOC(=O)c1sc(C)c2c(=O)n(CC(=O)Nc3ccc(C)cc3)c(C)nc12 was read as RBX1-CUL1 inh -3.
For CC(C)NC(=O)CN(c1ccc(C23CC4CC(CC(C4)C2)C3)cc1)S(C)(=O)=O the results were RBX1-CUL1 inh 0.
`C#CC(C)(CC)NS(=O)(=O)c1cc(Cl)ccc1OC` (stereo unspecified) gave RBX1-CUL1 inh -2.
`COCCNC(=O)c1ccc(OC)cc1OC1CCN(Cc2cnc(N(C)C)s2)CC1` gave RBX1-CUL1 inh -3.
`Cc1cccc(CNC(=O)c2ccc3oc(=O)n(Cc4ccccc4)c3c2)c1` gave RBX1-CUL1 inh -11.
NC(=O)c1ccccc1NC(=O)Cn1nc(Cc2cccnc2)c2ccccc2c1=O was read as RBX1-CUL1 inh -13.
Screening O=C1c2ccccc2N2C(=O)c3ccccc3C2N1Cc1ccco1 (stereo unspecified) returned RBX1-CUL1 inh 2.
COc1ccc(-c2nc3cc(C(C)C)ccc3o2)cc1NC(=O)c1ccc(C)c(Cl)c1 was read as RBX1-CUL1 inh -2.
For CCN(CC)C(=O)Cn1cc(C(=O)NC2CCOC(C)(C)C2)nn1 (stereo unspecified) the results were RBX1-CUL1 inh 5.
`CCN1CCN(c2nnc(-n3cccc3C(=O)Nc3cccc(OC)c3)s2)CC1` gave RBX1-CUL1 inh -11.
For Cc1ccc(N(CC(=O)Nc2ccccc2C(F)(F)F)S(=O)(=O)c2ccccc2)cc1 the results were RBX1-CUL1 inh -12.
`CCN(CC)c1ccc(NC(=O)c2cc(C)nc3c2c(C)nn3-c2cccc(F)c2)c(C)c1` gave RBX1-CUL1 inh -9.
Screening CCOC(=O)N1CCc2c(sc3nc(SCC(=O)c4ccccc4)n(N)c(=O)c23)C1 returned RBX1-CUL1 inh 5.
CCOc1ccc(NC(=O)[C@H](Cc2ccccc2)N2Cc3ccccc3C2=O)cc1 was read as RBX1-CUL1 inh 9.
Screening COc1ccc(CCN(Cc2ccccn2)CC2CCN(C)CC2)cc1 returned RBX1-CUL1 inh -3.
`CCSc1nnc(NC(=O)c2cc(=O)c3cc(C)c(C)cc3o2)s1` gave RBX1-CUL1 inh 0.
CN(C)c1ccc(C(c2c(O)ccc3ccccc23)n2nnc3ccccc32)cc1 (stereo unspecified) was read as RBX1-CUL1 inh 3.
Screening Cc1ccc(Cl)cc1Nc1sc(C(=O)c2ccccc2)c(N)c1S(=O)(=O)c1ccccc1 returned RBX1-CUL1 inh 2.
COc1ccc(C(=O)Nc2ccc3nc(N4CCCCC4)cc(C)c3c2)cc1OC was read as RBX1-CUL1 inh -8.
Screening COc1ccc(C2C(C(C)=O)C(=O)C(=O)N2c2ccc(Br)cc2)cc1 (stereo unspecified) returned RBX1-CUL1 inh 1.
Screening CCOC(=O)C1=C(C)N(c2ccc(C)cc2)C(=O)/C1=C\c1cccc(OC)c1 returned RBX1-CUL1 inh -1.
COc1ccc(OC)c(C2c3c(n[nH]c3C(C)(C)C)OC(=N)C2C#N)c1 (stereo unspecified) was read as RBX1-CUL1 inh 0.
Screening CCOc1ccc(NC(=O)CSCC(=O)Nc2cccc(C)c2C)cc1 returned RBX1-CUL1 inh -10.
Screening CC(=O)c1ccc(NC(=O)c2ccc(NC(=O)CCS(=O)(=O)c3cccs3)cc2)cc1 returned RBX1-CUL1 inh 0.
`CCN(Cc1ccccc1)C(=O)CCc1c(C)nc2c(c(C)nn2-c2ccc(C)c(C)c2)c1C` gave RBX1-CUL1 inh -9.
Cc1ccc(C(=O)C2c3c([nH]c4ccccc34)N=C3C2C(=O)NC(=O)N3Cc2ccccc2)cc1 (stereo unspecified) was read as RBX1-CUL1 inh 5.
Screening O=C(NCc1noc2ccccc12)N1CCN(c2ccccc2)CC1 returned RBX1-CUL1 inh 0.
Screening COc1cccc(C(=O)N2CCN(c3cccc(Cl)c3)CC2)c1 returned RBX1-CUL1 inh -9.
COc1ccc(NC(=O)Cn2c(SCc3ccc(F)cc3)nc3cccnc32)c(OC)c1 was read as RBX1-CUL1 inh 0.
For CCCc1cc(C(=O)NCc2nc(-c3ccc(NC(=O)c4ccc(COC)o4)cc3)oc2C)n(C)n1 the results were RBX1-CUL1 inh 2.
COc1cc(C(=O)Nc2cccc(OCc3cc(=O)n4c(C)csc4n3)c2)cc(OC)c1OC was read as RBX1-CUL1 inh -5.
Screening C=CCN1C(=O)N=C(Cc2ccc(OC)c(C)c2)C1=O returned RBX1-CUL1 inh -8.
Screening CCN1C(=O)C(Cc2nc3ccccc3c(=O)n2-c2ccc(OC)cc2)c2ccccc21 (stereo unspecified) returned RBX1-CUL1 inh 8.
COc1ccc(CCNCc2c(C(=O)O)c(C)n(Cc3cccc(C)c3)c2C)cc1OC was read as RBX1-CUL1 inh -4.
`O=C(Nc1ccc2oc(-c3ccncc3)nc2c1)c1ccccc1Cl` gave RBX1-CUL1 inh 2.
Screening O=C(O)CSCC(=O)Nc1ccc(Cl)cn1 returned RBX1-CUL1 inh 1.
Screening O=C(Nc1cccc(Br)c1)c1cc(-c2ccc3c(c2)OCCO3)on1 returned RBX1-CUL1 inh 4.
CC(C)CCC1(C2CCN(C(=O)Cc3cc(F)cc(F)c3)CC2)NC(=O)N(Cc2ccccn2)C1=O (stereo unspecified) was read as RBX1-CUL1 inh -1.
Screening COc1cc(Cl)c(C)cc1NC(=O)c1cc2ccc3cccnc3c2[nH]1 returned RBX1-CUL1 inh -7.
`COc1ccc(Br)cc1C(=O)Nc1ccc(-c2nc3cc(Cl)ccc3o2)cc1` gave RBX1-CUL1 inh 1.
CCOc1ccc(NC(=O)CCn2c(-c3ccc(F)cc3)cc(C(C)=O)c2C)cc1 was read as RBX1-CUL1 inh 4.
CC(C)(C)C(=O)C1=C(C(C)(C)C)OC(c2ccccc2)N(c2ccccc2)C1=O (stereo unspecified) was read as RBX1-CUL1 inh 0.
Screening CC(=O)Nc1ccc(S(=O)(=O)N2CCC(n3c(C)nc4cccnc43)CC2)cc1 returned RBX1-CUL1 inh 0.
Cc1cc2c(cc1S(=O)(=O)CCC(=O)N1CCCCC1C)OCC(=O)N2 (stereo unspecified) was read as RBX1-CUL1 inh 5.
For C=CCSc1nc2sc3c(c2c(=O)n1-c1ccccc1C)CCC3 the results were RBX1-CUL1 inh -5.
Screening Cc1ccc(NC(=O)c2sc3nc(-c4cc5ccccc5oc4=O)[nH]c(=O)c3c2C)c(C)c1 returned RBX1-CUL1 inh 5.
`COc1ccccc1NC(=O)c1c(C)cc(C)nc1SCC(=O)Nc1ccc(C)c(C)c1` gave RBX1-CUL1 inh 7.
For O=C(Nc1cccnc1Cl)c1ccc(-c2ccccc2)cc1 the results were RBX1-CUL1 inh -1.
CCCCOC(=O)c1cc(NC(=O)c2sc3nc(C)cc(COC)c3c2N)ccc1Cl was read as RBX1-CUL1 inh 2.

An excerpt; rates above refer to the full screens.
